HDAC3 inhib – HDAC3 deacetylase inhibitors, primary screen, biochemical, fluorescence, cell-free homogeneous; Histone deacetylase 3 (Homo sapiens), O15379; recombinant HDAC3, fluorogenic peptide/trypsin coupled; inhibition, % at 8.3 µM; 320,000 tested, 0.15% active; AID 2718, 2010; in the data active means inhibition above about 26%, passing the limit was not always enough; inconclusive means no clear call, values can overlap the other calls
ANO1 activ – TMEM16A chloride channel activators or potentiators, primary screen, cell-based, HTS. B-score at 10 µM. HEK293 TMEM16A/YFP-H148Q/I152L, iodide quench fluorescence; stronger effect = lower value. 340,000 tested, 0.3% active. Anoctamin-1 (Mus musculus), Q8BHY3;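 active means fluorescence-ratio B-score plate-corrected deviation score at least 3 library SD below zero, with starting fluorescence score within 5 deviations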;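 further: channel opened by trigger with iodide after compound preincubation; score built on the fluorescence ratio of max minus min over baseline; more negative score means more quench and so TMEM16A activation or potentiation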
MrgX1 ag – agonists of human MrgX1 receptor, primary screen, HEK293 cells, Fluo-4 calcium flux; Fluo-4 calcium fluorescence, agonist mode; stronger effect = higher value; B-score at 10 µM; 310,000 tested, 0.44% active; AID 588627, 2011;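 active means calcium response B-score plate-corrected fluorescence ratio at least 3 library SD, with starting fluorescence B-score inside 5 SD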
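Material: HEK293 cells stably expressing human MrgX1 receptor | Quantity: 15,000 cells per well | Times: Cells plated overnight, dye loaded 0.5 h 37 °C, 0.5 h room temperature | Measured by: Kinetic Fluo-4 NW fluorescence of intracellular calcium | Control set: Positive and negative controls per plate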
MrgX1 antagonist – antagonists of human MrgX1 receptor, primary screen, HEK293 cells, Fluo-4 calcium flux | Mas-related G-protein coupled receptor member X1 (Homo sapiens), Q96LB2 | BAM8-22 antagonism; stronger effect = lower value | B-score at 10 µM | 310,000 tested, 1.3% active | AID 588676, 2011;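 active means calcium-response B-score plate-corrected more than 3 library SD below zero, starting fluorescence within 5 deviations, no agonist response on first addition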;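 further: peak minus trough fluorescence over baseline after final BAM8-22 challenge near maximal dose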
RGS4 act – RGS4 potentiators or activators, primary screen, cell-based, HEK293 M3R inducible RGS4, calcium flux. carbachol calcium flux Fluo4; stronger effect = lower value. B-score at 10 µM. 310,000 tested, 0.92% active. AID 463111, 2010;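 active means B-score of the integrated calcium signal more than 4 SD below the library mean, with starting fluorescence not abnormally high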;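 further: negative B-score means reduced calcium response which marks RGS4 activation or potentiation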
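System: HEK293 FlpIn-TREx cells, stable M3R, doxycycline-inducible RGS4. Timing: overnight RGS4 induction, 30 min dye load 37 °C, 20 min compound RT. Also added: carbachol, ECmax concentration. Measured by: Fluo4 fluorescence kinetic imaging of calcium. Evaluation: integrated calcium ratio converted to B score.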
MrgX1 PAM – positive allosteric modulators of MrgX1, primary screen, HEK293 cells, Fluo-4 calcium flux; Mas-related G-protein coupled receptor member X1 (Homo sapiens), Q96LB2; FDSS; stronger effect = higher value; B-score at 10 µM; 310,000 tested, 0.63% active;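 active means plate-corrected calcium response at least 3 library SD above typical, normal starting fluorescence, not activating the receptor alone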;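 further: compound read alongside a low EC10 to EC30 dose of BAM8-22 agonist; peak minus trough fluorescence over baseline measured at the second addition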
TRPC6 activator – mouse TRPC6 channel activators, primary screen, cell-based, HEK293, membrane potential dye. Short transient receptor potential channel 6 (Mus musculus), Q61143. HEK293-TRPC6 membrane potential dye fluorescence; stronger effect = higher value. B-score at 10 µM. 310,000 tested, 0.13% active. AID 2550, 2010;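 active means B-score of the integrated fluorescence ratio above library mean plus 3 SD, and starting fluorescence ratio within library mean plus 5 SD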;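 further: higher score means more depolarization so channel activation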
Target sequence (Q61143 whole entry, looked up): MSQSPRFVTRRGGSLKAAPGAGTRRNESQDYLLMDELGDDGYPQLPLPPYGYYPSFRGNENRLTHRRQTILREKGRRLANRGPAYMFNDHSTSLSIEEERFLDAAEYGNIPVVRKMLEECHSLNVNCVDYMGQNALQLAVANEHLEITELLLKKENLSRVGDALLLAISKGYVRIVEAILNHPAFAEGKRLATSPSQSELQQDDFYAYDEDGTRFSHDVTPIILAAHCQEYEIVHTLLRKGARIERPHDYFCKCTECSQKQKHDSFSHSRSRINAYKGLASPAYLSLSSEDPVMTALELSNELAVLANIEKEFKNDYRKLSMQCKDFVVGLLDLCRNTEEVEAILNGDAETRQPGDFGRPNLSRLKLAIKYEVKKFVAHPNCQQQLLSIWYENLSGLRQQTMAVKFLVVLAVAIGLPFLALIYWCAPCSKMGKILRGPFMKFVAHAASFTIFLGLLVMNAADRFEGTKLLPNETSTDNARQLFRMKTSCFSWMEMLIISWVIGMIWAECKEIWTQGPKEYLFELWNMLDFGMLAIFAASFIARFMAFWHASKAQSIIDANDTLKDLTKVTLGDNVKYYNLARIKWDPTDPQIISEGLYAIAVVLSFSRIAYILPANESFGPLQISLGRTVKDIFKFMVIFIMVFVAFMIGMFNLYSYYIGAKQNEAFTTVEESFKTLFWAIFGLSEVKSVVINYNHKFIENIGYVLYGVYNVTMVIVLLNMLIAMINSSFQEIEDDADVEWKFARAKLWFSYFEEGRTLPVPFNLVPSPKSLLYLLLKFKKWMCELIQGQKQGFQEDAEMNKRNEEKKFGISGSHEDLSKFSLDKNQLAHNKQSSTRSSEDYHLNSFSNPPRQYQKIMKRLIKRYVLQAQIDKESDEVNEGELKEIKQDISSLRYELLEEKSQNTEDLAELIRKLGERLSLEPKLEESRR
RGS4 block – RGS4 inhibitors, primary screen, cell-based, HEK293 M3R inducible RGS4, calcium flux | Regulator of G-protein signaling 4 (Homo sapiens), P49798 | Fluo-4 calcium flux; stronger effect = higher value; triggered by carbachol at its EC20 | B-score at 10 µM | 310,000 tested, 0.45% active | AID 463165, 2010;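 active means B-score, a plate-corrected calcium signal, over three deviations above library mean, with baseline fluorescence within five deviations of library mean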;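 further: RGS4 expression induced by doxycycline in cells with stable M3 receptor; B-score is computed from the integrated fluorescence ratio over baseline after carbachol; higher B-score means a larger calcium signal and so more RGS4 inhibition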
Target sequence (P49798 whole entry, looked up): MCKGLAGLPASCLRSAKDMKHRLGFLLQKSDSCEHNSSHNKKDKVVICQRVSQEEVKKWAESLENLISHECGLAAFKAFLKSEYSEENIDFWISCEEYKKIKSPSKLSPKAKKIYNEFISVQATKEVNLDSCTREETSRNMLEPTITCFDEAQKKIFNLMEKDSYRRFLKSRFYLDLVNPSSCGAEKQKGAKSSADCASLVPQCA
TMEM16A inh – TMEM16A chloride channel inhibitors, primary screen, cell-based, HTS; HEK293 TMEM16A/YFP iodide influx fluorescence, ionomycin; normalized B-score (activity score, 25-100; higher = stronger inhibition) at 10 µM; 310,000 tested, 1.2% active;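 active means ratio plate-corrected score three or more library SD toward inhibition, starting fluorescence score within five deviations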;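 further: score derived from kinetic fluorescence span divided by baseline fluorescence per well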
TRPC6 inhibitor – mouse TRPC6 channel inhibitors, primary screen, cell-based, HEK293, membrane potential dye | ACh-evoked depolarization; stronger effect = lower value | B-score at 10 µM | 310,000 tested, 1.1% active;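 active means B-score under library mean minus 3 SD, initial fluorescence not abnormally high, positive integrated signal ratio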;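 further: B-score derived from integrated fluorescence ratio over the kinetic read; more negative B-score means stronger inhibition of depolarization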
SKKanGAS inh – S. pyogenes SKKanGAS growth inhibitors in kanamycin, primary screen, streptokinase expression inhibitor project, SKKanGAS strain, BacTiter-Glo luminescence; 6 h; inhibition, % at 7.5 µM; 300,000 tested, 1.3% active; AID 1662, 2009;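 active means mean replicate score, as percent of positive control median, at least 50; inconclusive means mean below 50 but one replicate at or above 50; inactive means mean and every replicate below 50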;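 further: strain carries kanamycin resistance gene driven by streptokinase promoter and grows in 40 µg/ml kanamycin; loss of luminescence reflects streptokinase promoter inhibition or plain growth inhibition; 0% = median of DMSO wells and 100% = positive control at its reference dose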
Numbers without * were called inactive; i = inactive; ? = inconclusive; / = not tested or not shown. Compounds were not picked by outcome; any-hit rate near 6.7%.

SMILES	HDAC3 inhib	ANO1 activ	MrgX1 ag	MrgX1 antagonist	RGS4 act	MrgX1 PAM	TRPC6 activator	RGS4 block	TMEM16A inh	TRPC6 inhibitor	SKKanGAS inh
Cn1c(N2CCOCC2)cc(=O)n(C)c1=O	-4	i	i	i	i	i	i	i	i	i	-2
CCc1cc2c(=O)c(-c3nc4ccccc4n3C)c(C)oc2c(CN2CCOCC2)c1O	-5	i	i	i	i	i	i	i	i	i	5
CS(=O)(=O)Nc1cccc(C2=NN(C(=O)c3cccc([N+](=O)[O-])c3)C(c3cccs3)C2)c1 (centres undefined)	17	i	i	i	i	i	i	i	i	i	12
CCOC(=O)c1cnc(SCC(=O)c2ccc(Cl)cc2)nc1N	-1	i	i	i	i	i	i	i	i	i	2
COc1cccc(/C=N/Nc2ccc(Cl)nn2)c1	/	i	i	i	i	i	i	i	i	i	-8
COc1ccccc1NC(=O)c1cc(C(=O)Nc2ccccc2OC)cc([N+](=O)[O-])c1	5	i	i	i	i	i	i	i	i	i	-8
Cc1ccc(CN2CCN(CC(=O)O)C2=O)cc1	-3	i	i	i	i	i	i	i	i	i	-8
CC(CCc1ccccc1)NC(=O)Cn1cccc1C(=O)c1ccccc1 (centres undefined)	3	i	i	i	i	i	i	i	i	i	0
CN(C(=O)COc1cccc(Br)c1)C1CCS(=O)(=O)C1 (centres undefined)	8	i	i	i	i	i	i	i	i	i	19
COc1ccc(Cl)cc1CSc1ncn[nH]1	-2	i	i	i	i	i	i	i	i	i	33
COc1ccccc1OCC(=O)Nc1c2c(nn1-c1ccc(F)cc1)CS(=O)(=O)C2	-4	i	i	i	i	i	i	i	i	i	74*
COc1ccc(N(CC(=O)Nc2ccc3c(c2)OCO3)S(=O)(=O)c2ccc(C)cc2)cc1OC	11	i	i	i	i	i	i	i	i	i	1
Cc1ccc(S(=O)(=O)Nc2ccc(NC(=O)c3cccnc3)cc2)cc1	-6	i	i	i	i	i	i	i	i	i	0
Cc1cccc(OCCCC(=O)Nc2ccc(N3CCCCC3)cc2)c1C	-5	i	i	i	i	i	i	i	i	i	-3
CCc1ccc2c(c1)cc(CN(C(=S)Nc1cccc(C)c1)C1CC1)c1nnnn12	1	i	i	i	i	i	i	i	i	i	3
O=C(NCc1cccnc1)c1ccc(S(=O)(=O)N2CCCCC2)cc1	-1	i	i	i	i	i	i	i	i	i	-5
O=C(/C=N/O)NCCN1CCCCC1	1	i	i	i	i	i	i	i	i	i	1
CCc1ccc(Nc2cnn(-c3nc4ccccc4s3)c(=O)c2Cl)cc1	6	i	i	i	i	i	i	i	i	i	18
Cc1c(CC(=O)NCC(=O)NCC(=O)O)c(=O)oc2cc3oc4c(c3cc12)CCCC4	-6	i	i	i	i	i	i	i	i	i	1
O=c1[nH][nH]c(-c2ccccc2)c1C=Nc1ccc(Cl)cc1	9	i	i	i	i	i	i	i	i	i	-1
COc1ccc(NC(=O)COC(=O)c2c(-c3ccccc3)noc2C)cc1	-2	i	i	i	i	i	i	i	i	i	7
COC(=O)c1cc(NC(=O)c2cccc([N+](=O)[O-])c2C)ccc1Cl	9	i	i	i	i	i	i	i	i	i	-19
Cc1cccc(NC(=O)CSc2nc3nc(C)cc(C)c3c(=O)[nH]2)c1	/	i	i	i	i	i	i	i	i	-6.9*	21
COc1ccc(NC(=O)CCn2cc(C)c3ccccc32)cc1	2	i	i	i	i	i	i	i	i	i	2
COc1ccc(S(=O)(=O)NCC2CCCN(C(=O)c3cccnc3)C2)cc1 (centres undefined)	0	i	i	i	i	i	i	i	i	i	-11

Going on with the list.
SMILES	HDAC3 inhib	ANO1 activ	MrgX1 ag	MrgX1 antagonist	RGS4 act	MrgX1 PAM	TRPC6 activator	RGS4 block	TMEM16A inh	TRPC6 inhibitor	SKKanGAS inh
C=C(C)c1ccc(C(C)(C)NC(=O)NCc2ccco2)cc1	-2	i	i	i	i	i	i	i	i	i	1
Cc1ccccc1-n1c(SCC(=O)c2c(N)n(C)c(=O)n(C)c2=O)nnc1-c1cccnc1	4	i	i	i	i	i	i	i	i	i	5
Cc1ccc2c(c1)sc1ncc(NC(=O)c3ccc(F)cc3)c(=O)n12	0	/	i	i	i	i	i	i	i	i	-5
Cc1cc(-c2onc(C)c2C(N)=O)no1	2	i	i	i	i	i	i	i	i	i	-5
CCn1nc(C)c(/C=N/NC(=O)c2ccoc2C)c1C	0	i	i	-5.6*	i	i	i	i	i	i	6
COc1ccc(OC)c(N(CC(=O)NCCSCc2ccco2)S(=O)(=O)c2ccccc2)c1	-1	i	i	i	i	i	i	i	i	i	1
CCOc1ccc(C(=O)NCC(=O)OCc2cc([N+](=O)[O-])cc3c2OCOC3)cc1OCC	0	i	i	i	i	i	i	i	i	i	-7
CCc1ccc(NS(=O)(=O)c2cccc3nsnc23)cc1	4	i	i	i	-8.6*	i	i	i	i	i	-3
Cc1ccc(-c2noc(CN(C)C(=O)c3ccoc3C)n2)cc1	-2	i	i	i	i	i	i	i	i	i	1
CCNC(=S)NNC(=O)c1cc(-c2cccc(OCC)c2)nc2ccccc12	8	i	i	i	i	i	i	i	25*	i	5
CC(=O)NC(CCS(C)(=O)=O)C(=O)Nc1cc(Cl)ccc1Cl (centres undefined)	/	i	i	i	i	i	i	i	i	i	1
CC1(C)C[C@H](O)[C@@]23C[C@@H](OC2=O)[C@]2(C)C(=CCC4[C@@]5(C)CC[C@H](O)C(C)(C)C5CC[C@]42C)[C@@H]3C1 (some centres undefined)	1	/	i	i	i	i	i	i	i	i	9
C=Cc1ccc(C(=O)N2CCCC(CCC(=O)N3CCN(c4ccccn4)CC3)C2)cc1 (centres undefined)	2	i	i	i	i	i	i	i	i	i	5
O=Nc1c2nc3ccccc3n(O)c-2c2ccccc12	4	i	i	i	i	i	i	i	i	i	22
CCSc1nnc(-c2cnn(-c3ccccc3)c2-n2cccc2)n1C	11	i	i	i	i	i	i	i	i	i	2
Cc1cc(C)c2c(c1)/C(=N/NS(=O)(=O)c1ccc(Br)cc1)CCC2	0	i	i	i	i	i	i	i	i	i	15
O=C(CN1C(=O)/C(=C/c2ccccc2F)Oc2ccccc21)N1CCN(c2ccccn2)CC1	?	i	i	i	i	i	i	i	i	i	1
O=C(Nc1ccc(F)cc1)Nc1cc(S(=O)(=O)N2CCOCC2)ccc1N1CCCC1	-4	i	i	i	i	i	i	i	i	i	9
CCC1CCCCN1C(=O)c1ccc(OC2CCN(C(=O)COC)CC2)cc1 (centres undefined)	-3	i	i	i	i	i	i	i	i	i	36
O=C(CNC1CCCC1)Nc1cc(Cl)ccc1[N+](=O)[O-]	-3	i	i	i	i	i	i	i	i	i	4
Cn1c(C(=O)NC2CCCCC2)cc2c(=O)n3ccccc3nc21	-27	i	i	i	i	i	i	i	i	i	3
O=C(NC1CCCCC1)C(c1ccccc1F)N(C(=O)c1csnn1)C1CCCC1 (centres undefined)	-2	i	i	i	i	i	i	i	i	i	0
O=C(CCCCCN1C(=O)CCC1=O)Nc1ccc2c(c1)OCCO2	1	i	i	i	i	i	i	i	i	i	0
O=C(NCc1ccco1)c1ccc(-c2cccc(Cl)c2)o1	-5	i	i	i	i	i	i	i	i	i	-10
S=c1nc(-c2ccc(Br)cc2)oc2c1CCCC2	-1	i	i	i	i	i	i	i	i	i	8

Next part.
SMILES	HDAC3 inhib	ANO1 activ	MrgX1 ag	MrgX1 antagonist	RGS4 act	MrgX1 PAM	TRPC6 activator	RGS4 block	TMEM16A inh	TRPC6 inhibitor	SKKanGAS inh
Cn1c(=O)[nH]c(=O)c2c1nc(SCC(N)=O)n2Cc1cccc(Br)c1	/	i	i	i	i	i	i	i	i	i	0
CCCn1c(SCC(=O)Nc2cccc(C)n2)nc2c1c(=O)n(C)c(=O)n2C	1	i	i	i	i	i	i	i	i	i	1
O=C(Cc1ccc(Cl)c(Cl)c1)NNC(=S)NCC1CCCO1 (centres undefined)	-4	i	i	i	i	i	i	i	i	i	-2
COC(=O)CC(c1ccc(OC)c(OC)c1)c1ccc(OC)c(OC)c1	1	i	i	i	i	i	i	i	i	i	3
COC(=O)CCC(=O)OC1(C)C(=O)C=C2C=C(C3CC3)N(C3CCCCC3)C=C2C1=O (centres undefined)	-7	i	i	i	i	i	i	i	i	i	3
CCOC(=O)c1[nH]c2ccc(OC)cc2c1NC(=O)CN1CCC2(CC1)OCCO2	-34	i	i	i	i	i	i	i	i	i	15
CC(=O)c1sc(NCc2ccc(C)cc2)nc1C	4	i	i	i	i	i	i	i	i	i	2
Cn1c(O)c(N=Nc2ccc(F)cc2)c2ccccc21	8	i	i	i	i	i	i	i	i	i	-11
OCC1(CCc2ccccc2)CCN(Cc2c(F)ccc(F)c2F)CC1	1	i	i	i	i	i	i	i	i	i	-4
O=C(NCCN1CCc2ccccc2C1)C1CCN(S(=O)(=O)N2CCC3(CC2)OCCO3)CC1	-3	i	i	i	i	i	i	i	i	i	-3
C/C(NC(=O)c1cccs1)=C1\C(=O)C[C@@H]2[C@H]1C2(C)C	5	i	i	i	i	i	i	i	i	i	3
Cc1ccc(C)c(N2CCN(S(=O)(=O)c3ccc(-c4cc(C)no4)s3)CC2)c1	-2	i	i	i	i	i	i	i	i	i	7
C/C(CC(=O)Nc1ccccc1F)=N\NC(=O)Cc1ccc(Cl)cc1	11	i	i	i	i	i	i	i	i	i	-11
O=C(Nc1ccc2ccccc2n1)c1ccc(Cl)cc1	-5	i	i	i	i	i	i	i	i	i	-4

Source: PubChem BioAssay
